PAFAH1B2 FP inh – blocks human PAF acetylhydrolase 1b catalytic subunit 2. P68402. recombinant PAFAH1B2, FP-rhodamine activity probe, fluorescence polarization. inhibition, % at 3.39 µM. actives 1.2% (n = 340,000). AID 492953;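 active = inhibition above the mean of all tested compounds plus 3 SD, cut at about 24% in these data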;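 also: 0% = enzyme with DMSO and 100% = wells lacking PAFAH1B2; many of its hits are not listed in these tables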
PAD4 FP inh – blocks human protein arginine deiminase 4. recombinant PAD4, RCA probe fluorescence polarization. Q9UM07. actives 0.41% (n = 330,000). inhibition, % at 6.36 µM;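 active = percent inhibition above a cutoff equal to the mean of all tested compounds plus 3 SD, cut at about 15% in these data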;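 also: 0% = PAD4 with RCA probe and DMSO and 100% = probe without PAD4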
PAFAH1B3 FP inh – blocks human PAF acetylhydrolase 1B catalytic subunit 3 | Q15102 | recombinant PAFAH1B3, FP-rhodamine probe, fluorescence polarization | inhibition, % at 3.39 µM | actives 0.28% (n = 340,000) | AID 492972;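 active = inhibition above the screen-wide average of all tested compounds plus 3 SD, cut at about 25% in these data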;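 also: 0% = enzyme with DMSO only and 100% = wells lacking PAFAH1B3 protein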
PAFAH2 FP inh – inhibitors of human PAFAH2 | Q99487 | recombinant PAFAH2, FP-rhodamine activity probe, fluorescence polarization | inhibition, % at 3.39 µM | actives 0.99% (n = 340,000) | AID 492956;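 active = inhibition above the mean over all tested compounds plus 3 SD, cut at about 30% in these data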;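 also: inhibitors block probe labeling of enzyme so polarization drops; 0% = enzyme with DMSO and 100% = wells lacking PAFAH2 protein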
GSTO1 counter – blocks human GSTO1 in RBBP9 counter-screen. P78417. recombinant GSTO1, activity-based probe fluorescence polarization. inhibition, % at 5.96 µM. actives 1.1% (n = 300,000). AID 1974;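 active = inhibition above the campaign mean inhibition plus 3 SD, cut at about 35% in these data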;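 also: 0% = GSTO1-1 with DMSO and 100% = wells lacking GSTO1-1 enzyme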
PME-1 primary – blocks human protein phosphatase methylesterase 1; Q9Y570; recombinant PME-1, FP-Rh probe fluorescence polarization; inhibition, % at 5.9 µM; actives 0.53% (n = 320,000);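 active = inhibition above the campaign mean of all compounds plus 3 SD, cut at about 26% in these data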;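 also: competitive labeling of PME-1 active site by serine hydrolase directed probe; 0% = PME-1 with DMSO and 100% = wells lacking PME-1 enzyme; inhibitors block probe labeling so polarization falls and inhibition rises; many of its hits are not listed in these tables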
pPAFAH FP inh – pPAFAH (human) enzyme inhibition; actives 1.5% (n = 330,000); Q13093; inhibition, % at 3.39 µM; recombinant pPAFAH, FP-rhodamine probe fluorescence polarization; AID 463082;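 active = inhibition above the mean inhibition across the screen plus 3 SD, cut at about 25% in these data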;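 also: inhibitors block binding of the rhodamine activity-based probe so polarization drops; 0% = enzyme with DMSO and 100% = wells lacking pPAFAH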
Target sequence (Q13093 whole entry, looked up): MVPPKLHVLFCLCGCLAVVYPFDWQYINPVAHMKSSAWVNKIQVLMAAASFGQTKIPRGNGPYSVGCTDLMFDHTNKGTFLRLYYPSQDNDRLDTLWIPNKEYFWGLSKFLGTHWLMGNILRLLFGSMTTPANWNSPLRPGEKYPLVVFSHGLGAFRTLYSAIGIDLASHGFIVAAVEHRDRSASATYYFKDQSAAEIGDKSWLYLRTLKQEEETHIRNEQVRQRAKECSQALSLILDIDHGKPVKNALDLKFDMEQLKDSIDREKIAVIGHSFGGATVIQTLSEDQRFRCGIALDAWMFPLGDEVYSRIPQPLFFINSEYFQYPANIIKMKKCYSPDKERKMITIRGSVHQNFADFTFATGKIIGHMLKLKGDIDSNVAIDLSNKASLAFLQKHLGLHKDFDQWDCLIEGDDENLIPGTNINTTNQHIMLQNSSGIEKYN
LYPLA1 inh – blocks human lysophospholipase 1, a PME1 counter-screen; AID 2174; recombinant LYPLA1, FP-Rh probe fluorescence polarization; inhibition, % at 5.9 µM; O75608; actives 0.16% (n = 320,000);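 active = inhibition above the mean of all tested compounds plus 3 SD, set per campaign, cut at about 14% in these data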;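 also: inhibitors block serine hydrolase probe labeling of LYPLA1 so polarization falls; 0% = enzyme with DMSO and 100% = wells lacking LYPLA1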
Target sequence (O75608 whole entry, looked up): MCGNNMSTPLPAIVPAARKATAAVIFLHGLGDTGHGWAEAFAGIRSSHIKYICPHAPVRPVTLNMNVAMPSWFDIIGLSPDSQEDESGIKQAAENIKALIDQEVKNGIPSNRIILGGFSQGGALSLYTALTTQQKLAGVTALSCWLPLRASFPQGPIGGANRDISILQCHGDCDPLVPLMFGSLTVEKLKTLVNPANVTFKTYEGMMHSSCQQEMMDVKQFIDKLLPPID
LYPLA2 inh – counter-screen for PME1 inhibitors: inhibitors of human LYPLA2. O95372. recombinant LYPLA2, FP-Rh probe fluorescence polarization. inhibition, % at 5.9 µM. actives 0.38% (n = 320,000). AID 2177;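 active = inhibition above the screen-wide mean plus 3 SD, limit set per campaign, cut at about 26% in these data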;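 also: 0% = LYPLA2 with DMSO and 100% = wells lacking LYPLA2 enzyme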
Target sequence (O95372 whole entry, looked up): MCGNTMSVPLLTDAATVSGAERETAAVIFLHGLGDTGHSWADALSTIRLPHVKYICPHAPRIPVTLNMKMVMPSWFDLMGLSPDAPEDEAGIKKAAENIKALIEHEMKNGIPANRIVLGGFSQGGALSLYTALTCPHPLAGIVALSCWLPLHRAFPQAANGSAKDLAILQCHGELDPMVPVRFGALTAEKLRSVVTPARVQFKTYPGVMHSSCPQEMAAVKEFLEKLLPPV
Starred values were filed as active, the others as inactive; / = not tested or not shown.

SMILES | PAFAH1B2 FP inh | PAD4 FP inh | PAFAH1B3 FP inh | PAFAH2 FP inh | GSTO1 counter | PME-1 primary | pPAFAH FP inh | LYPLA1 inh | LYPLA2 inh
CC(C)(C)NC(=O)COC(=O)c1ccccc1Nc1ccc(SC(F)F)cc1 | 2.8 | -2.8 | -0.1 | 1.5 | 0.9 | -3.3 | 13.1 | -4.5 | 0.8
O=C(/C(=C/O)N=Nc1ccccc1)c1ccncc1 | -1.4 | -7.9 | 5.8 | 3.3 | 4.7 | -0.1 | -7.0 | 0.3 | 5.4
O=C(NNC(=O)c1ccccc1C(=O)O)c1cc2ccccc2o1 | 2.2 | 2.0 | 5.3 | -1.3 | 2.9 | -6.5 | -3.9 | -1.1 | 7.9
Cc1ccc(CSCCNC(=O)c2ccc(C)cc2)cc1 | 7.4 | -6.6 | -3.0 | -3.4 | 3.9 | -0.2 | 1.8 | -0.2 | -0.9
NS(=O)(=O)c1ccc2nc(NC(=O)CS(=O)(=O)c3ccc(F)cc3)sc2c1 | 6.4 | -8.4 | 7.3 | 11.8 | -7.1 | -5.6 | 0.8 | -1.7 | -6.1
CSc1ccc(/C=N/n2c(COc3ccccc3)n[nH]c2=S)cc1 | -0.1 | 0.9 | 8.1 | -0.5 | 0.3 | 3.3 | 13.2 | -3.2 | 4.0
Cc1ccc(NC(=O)CN(C)C(=O)CNC(=O)c2cccs2)cc1 | 4.7 | -1.2 | -2.0 | -1.4 | 10.6 | -1.3 | -2.5 | -0.5 | 0.2
CC(C)(C)C(=O)OCc1nc(-c2ccc(Cl)cc2)cs1 | 8.2 | 6.1 | -0.5 | 5.4 | 11.0 | 0.9 | 0.3 | 1.4 | 5.0
CSc1ccccc1C(=O)Nc1ccccc1C(=O)N1CCCC1 | -1.0 | 3.5 | 4.5 | 5.0 | -6.5 | -5.6 | -3.7 | 5.8 | 10.1
COc1ccccc1N1CCN(C(=O)c2cc(C3CC3)on2)CC1 | 4.1 | -0.8 | 8.1 | 0.9 | 1.6 | -3.3 | 3.9 | 2.2 | 4.5
Cc1cc(-c2ccc(C(C)C)c(S(=O)(=O)N3CCN(c4ccccn4)CC3)c2)on1 | 0.4 | -2.4 | 0.7 | 12.1 | -1.9 | 0.6 | -1.3 | 2.5 | -7.0
CN1CCN(NC(=O)CSc2ccc(Cl)cc2Cl)CC1 | 1.3 | -4.1 | -2.3 | -4.1 | -3.5 | 0.6 | -5.6 | -1.2 | -0.6
CC(C)CNC(=S)NNC(=O)c1nn(C)cc1Cl | 0.4 | 2.2 | 0.6 | -5.3 | 2.2 | 5.2 | 7.5 | 1.4 | 3.4
COc1cc2c(OC(C)=O)c3c(c(-c4ccc5c(c4)OCO5)c2cc1OC)C(=O)OC3 | -1.7 | 6.5 | 11.9 | -3.1 | 5.3 | -2.0 | 4.5 | 1.8 | 4.1
COc1cccc(-c2cc(C(=O)Nc3ccccc3SC)no2)c1 | 2.4 | -3.7 | 7.2 | -0.2 | 2.2 | -2.1 | -3.3 | -4.1 | -8.4
COC(=O)c1c(C)oc(C)c1S(=O)(=O)Nc1ccc(C(C)C)cc1 | 7.2 | 0.8 | 10.7 | 8.3 | -4.3 | 5.0 | 7.9 | 0.5 | 6.3
CCC/C=C1/CCCOC(C(=O)NCc2ccccn2)(C(F)(F)F)C1 (stereo not given) | 4.6 | -1.7 | 7.3 | 4.6 | -3.1 | 1.8 | 1.6 | 1.8 | -0.9
O=C(NCC1CCCO1)c1c(O)c2c([nH]c1=O)CCCC2 (stereo not given) | -2.6 | 5.8 | 7.2 | 5.4 | -1.4 | -1.1 | -1.6 | -0.7 | 5.5
Cc1cc(Cl)ccc1OCC(=O)Nc1ccccc1NS(=O)(=O)c1cccs1 | 23.7 | -5.9 | 11.3 | -2.5 | -40.0 | 18.6 | 33.1* | -0.7 | 1.8
Cc1noc(C(=O)Nc2ccc(Cl)cc2)c1Cl | / | 1.9 | / | / | 7.2 | 0.0 | -1.1 | 3.9 | 6.2
CCOc1ccc(N=C2C(=O)Nc3ccc(C)c(Br)c32)cc1 | 6.6 | -3.9 | 8.8 | 5.3 | -3.5 | 3.2 | 2.1 | 1.4 | 6.9
C=CCn1c(SCC(=O)NCC2CCCO2)nc2scc(-c3ccccc3)c2c1=O (stereo not given) | 3.1 | -3.3 | 5.8 | 3.1 | 3.3 | 4.5 | 1.0 | 1.8 | 5.5
COc1ccc(CC2(CO)CCN(Cc3ccc4nsnc4c3)CC2)cc1 | 4.4 | -2.8 | -1.2 | 2.9 | -0.4 | -7.1 | 3.9 | 1.1 | 3.0
Cc1ccc(C(=O)N2CCc3ccccc32)cc1NC(=O)c1ccco1 | -0.2 | -5.7 | -1.9 | -12.8 | 8.3 | -3.7 | 5.8 | 4.1 | 13.1
CC(C)c1ccccc1OCCNC(=S)NC(=O)c1cccnc1 | 2.6 | -1.5 | -2.3 | -6.7 | 6.5 | 0.2 | 5.5 | -4.5 | -9.2
CCCC1S/C(=N/N=C/c2ccc(OC)cc2)N(Cc2ccc(OC)cc2)C1=O (stereo not given) | 1.0 | -0.1 | -2.5 | 3.9 | -0.2 | -4.6 | -0.1 | -3.2 | 0.2
C=CCN1CC2(c3ccccc3)CN(CC=C)CC(c3ccccc3)(C1)C2=O | 2.4 | -3.3 | 5.4 | 1.9 | 5.6 | 1.1 | 2.9 | 1.6 | 1.9
CCOC(=O)C1CCN(c2c(NCCCN3CCCCC3)c(=O)c2=O)CC1 | -0.6 | -0.8 | 0.5 | 5.2 | 10.1 | 1.2 | 5.5 | 1.4 | 3.0
C[C@H]1CC[C@]2(O[C@H](CCO)C[C@H](O)[C@H]2O)O1 | -2.7 | -0.1 | 3.8 | -2.5 | 3.9 | 4.5 | 7.2 | 1.0 | 4.9
Cc1ccc(NC(=O)CN(C)C(=O)CCCN2C(=O)c3ccccc3C2=O)cc1 | 2.1 | -2.4 | 2.0 | -3.5 | 4.4 | 2.9 | 2.5 | -1.8 | 4.4
CCOc1ccccc1C(=O)N(Cc1ccc(C)o1)C1CCS(=O)(=O)C1 (stereo not given) | 2.1 | 0.6 | 12.0 | 0.0 | -1.6 | -7.6 | 0.7 | -3.9 | -1.1
CCCCC1CCC(C(=O)N(CCCC)c2c(N)n(CCCC)c(=O)[nH]c2=O)CC1 (stereo not given) | 4.6 | -0.7 | 0.0 | 0.9 | 1.6 | -4.1 | -1.5 | 4.1 | 0.7
Cn1nnnc1SCCNS(=O)(=O)c1ccccc1 | 1.3 | 4.2 | -3.0 | -3.3 | 4.4 | 0.4 | 7.6 | -0.7 | 0.3
O=C(NC(Cc1ccccc1)C(=O)O)/C(=C/c1ccccc1)NC(=O)c1ccco1 (stereo not given) | 4.7 | -2.1 | 4.8 | -2.3 | -0.3 | 1.3 | -4.6 | 7.4 | 10.0
CC(Oc1ccccc1)c1ccn[nH]1 (stereo not given) | 3.5 | 0.2 | -0.5 | 0.4 | 2.9 | 3.0 | -3.7 | -3.0 | -0.8
C=CCc1cccc(/C=N/NC(=O)CCCNc2ccc(C)cc2)c1O | 7.0 | -3.5 | 5.9 | 3.0 | 8.5 | 25.7 | 18.1 | -7.5 | 0.7
CCCCOC(=O)C1=C(C)Nc2ncnn2C1c1ccc(OC)c(OC)c1 (stereo not given) | 4.5 | 0.1 | 6.2 | 0.4 | 5.5 | -6.9 | 3.0 | -1.1 | 1.5
Cc1nn(-c2ccccc2)c2c1C(c1cccs1)C(C#N)=C(N)O2 (stereo not given) | 6.5 | 5.8 | 8.1 | 6.1 | 16.2 | 1.6 | 8.3 | -3.6 | -1.6
O=C(CSc1nnnn1-c1ccccc1)Nc1ccc(N2CCOCC2)c(Cl)c1 | 1.0 | 2.0 | 8.7 | 3.9 | -5.3 | 6.1 | 3.9 | 2.4 | 0.4
COc1ccc(/C=C2\COc3ccccc3C2=O)cc1OC | -0.2 | -0.8 | 3.2 | 5.2 | -5.8 | 0.6 | 6.5 | -3.4 | 0.9
CCC1CCCCN1CCCNC(=O)c1ccc2c(=O)n(CCOC)c(=O)[nH]c2c1 (stereo not given) | -3.1 | -2.0 | 8.3 | 0.7 | 0.3 | 3.6 | 5.6 | 1.6 | 17.1
CCOC(=O)c1[nH]c(C)c(C(=O)Nc2ccc(F)cc2)c1C | 6.9 | -1.3 | 1.9 | -1.7 | -3.0 | -4.6 | 6.6 | 1.3 | -7.5
CC(C)(C)c1ccc(/C=C/C(=O)Nc2nncs2)cc1 | 5.0 | 2.3 | -0.1 | 4.2 | -3.5 | -11.2 | -3.8 | -4.5 | -2.1
CN1C(=O)[C@H]2[C@@H](/C=C/c3ccccc3)N3C(=O)CN(CCO)C(=O)[C@@]3(C)[C@H]2C1=O | 0.7 | -7.1 | 2.0 | 2.8 | 1.2 | 5.1 | 3.9 | 2.2 | 7.8
CC(=O)Nc1ccc(NC(=O)COC(=O)Cn2cnc3ccccc32)cc1 | 2.5 | 3.6 | 0.2 | -4.7 | / | / | -1.7 | / | /
Cc1cc(C(=O)NC(C)c2ccccc2)c2cc(F)ccc2n1 (stereo not given) | 5.8 | -1.2 | 8.1 | 5.2 | 7.2 | 3.0 | -1.1 | 3.4 | 28.4*
CC(Oc1ccc(Cl)cc1)C(=O)Nc1ccccc1C(=O)N1CCOCC1 (stereo not given) | 16.5 | 2.6 | 4.6 | 4.0 | 2.9 | -0.1 | -0.7 | -1.6 | -3.2
CCOC(=O)CSc1nnc(Cc2ccccc2)n1CC1CCCO1 (stereo not given) | -0.5 | 0.5 | -8.3 | 6.8 | -0.4 | -1.9 | -3.8 | 1.1 | -2.5
Cc1nnsc1C(=O)NNc1c(Cl)cccc1Cl | 0.4 | 1.4 | 12.8 | 3.4 | -12.3 | 5.8 | -6.6 | -1.0 | -1.3
Cc1ccc(S(=O)(=O)Oc2ccc(/C=N/NC(=O)c3cccnc3)cc2)cc1 | 16.6 | -4.2 | -0.1 | -7.5 | -2.2 | -3.3 | -1.6 | -13.2 | -11.0
CC(=O)N1CSCC1C(=O)O (stereo not given) | -2.5 | 4.5 | 10.2 | -3.1 | -2.3 | 2.3 | -3.6 | 1.1 | 5.7
Cc1c(CCO)sc[n+]1CC(=O)OCCC12CC3CC(CC(C3)C1)C2 | 15.9 | -5.7 | 7.3 | 4.4 | 5.6 | 1.1 | -4.9 | 0.4 | -4.8
COc1ccccc1NC(=S)N(Cc1ccco1)Cc1cc2cc(C)c(C)cc2[nH]c1=O | -1.0 | -0.3 | 4.7 | -10.1 | -7.2 | -9.0 | 9.1 | -8.6 | -10.8
CCCCCCCCCCCCN1C(=O)CSC1c1cccnc1 (stereo not given) | 8.3 | 0.6 | -1.3 | -4.2 | 10.5 | 5.8 | 4.6 | -0.3 | 10.9
O=C(CSc1nc2ccccc2[nH]1)NC1CCCc2ccccc21 (stereo not given) | 4.3 | 1.9 | 8.9 | 0.1 | -2.4 | 0.9 | 5.0 | 3.5 | -2.2

Assay outcomes: PubChem BioAssay, The Scripps Research Institute Molecular Screening Center

A portion of the library; count on the stated rates, not on these rows.
